# Bioassay records deposited in PubChem by several laboratories.
# STAT3 blocker: reduces IL-6 driven STAT3 reporter signal | U3A cells, IL-6 STAT3-luciferase reporter, luminescence; host cell line lacks STAT1 | inhibition, % at 5.5 µM | hit rate 0.89% among 190,000 | AID 862;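 active = inhibition above the mean inhibition across all screened compounds plus 3 SD, cut at about 44% in these data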;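 also: 0% = DMSO only wells and 100% = 100 µM nifuroxazide control wells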
# NF-kB neuron act: NF-kB expression increase, human neuronal cells; hit rate 1.6% among 190,000; AID 1239; NF-kB reporter expression; hits give high values; fold change at 12.5 µM; in the data active = fold change above about 3.3
# STAT1 activator: activators of IFN-gamma induced STAT1 signaling; NIH 3T3 STAT1-luciferase reporter, luminescence; 100% = IFN-gamma alone, no compound; activation (% of control), % at 5.5 µM; hit rate 2.6% among 200,000;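 active = activation above the screen-wide mean activation plus 3 SD, cut at about 130% in these data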;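 also: raw ratio to IFN-gamma control signal so 100% means no change and 0% no light; values of inactives mirror those of a sister screen read the other way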
# FLuc inhib CS: counter-screen for luciferase assay inhibitors: firefly luciferase inhibition | hit rate 1.5% among 200,000 | inhibition, % at 10 µM | ATPLite firefly luciferase biochemical luminescence, 10 min | P08659;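 active = inhibition above about 50% when tested at 10 µM, limit read from the data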
# Target sequence (P08659 whole entry, looked up): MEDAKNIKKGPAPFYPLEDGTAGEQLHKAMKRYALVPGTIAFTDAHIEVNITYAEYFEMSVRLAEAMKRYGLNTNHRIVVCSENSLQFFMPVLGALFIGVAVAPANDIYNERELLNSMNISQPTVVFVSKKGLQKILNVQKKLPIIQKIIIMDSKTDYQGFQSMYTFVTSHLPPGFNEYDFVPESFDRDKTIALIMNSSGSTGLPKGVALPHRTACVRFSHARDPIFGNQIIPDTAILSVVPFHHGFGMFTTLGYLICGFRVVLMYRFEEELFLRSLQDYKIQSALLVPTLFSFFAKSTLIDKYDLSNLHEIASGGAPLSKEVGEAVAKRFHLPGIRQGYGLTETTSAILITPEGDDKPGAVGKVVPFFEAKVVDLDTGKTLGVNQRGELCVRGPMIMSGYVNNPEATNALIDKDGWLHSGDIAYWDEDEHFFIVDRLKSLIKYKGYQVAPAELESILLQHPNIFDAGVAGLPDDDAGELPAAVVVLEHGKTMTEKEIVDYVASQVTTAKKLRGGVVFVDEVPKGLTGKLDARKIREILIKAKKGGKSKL
# ROMK mod: modulates human ROMK potassium channel activity | P48048 | Tet-inducible ROMK, thallium flux fluorescence; actives lie on both sides | B-score at 10 µM | hit rate 2% among 130,000;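 active = signal ratio slope over the read window, or its plate-corrected B-score, at least 3 SD from the plate mean, either direction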;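 also: B-score of the F/F0 ratio slope over 7 to 12 s after thallium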
# Target sequence (P48048 whole entry, looked up): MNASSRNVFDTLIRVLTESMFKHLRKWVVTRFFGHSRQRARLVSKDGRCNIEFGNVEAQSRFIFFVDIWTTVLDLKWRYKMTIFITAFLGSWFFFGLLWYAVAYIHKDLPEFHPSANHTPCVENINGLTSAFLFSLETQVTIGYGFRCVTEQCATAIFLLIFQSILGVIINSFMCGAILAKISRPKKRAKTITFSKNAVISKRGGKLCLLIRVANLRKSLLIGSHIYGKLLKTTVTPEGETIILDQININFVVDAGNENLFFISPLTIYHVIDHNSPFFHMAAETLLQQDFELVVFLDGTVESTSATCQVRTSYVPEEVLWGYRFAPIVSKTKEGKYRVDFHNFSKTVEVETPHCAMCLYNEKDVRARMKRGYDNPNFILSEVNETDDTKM
# STAT1 inh: reduces IFN-gamma driven STAT1 reporter signal; inhibition, % at 5.5 µM; hit rate 0.35% among 200,000; AID 920; NIH 3T3 STAT1-luciferase reporter, luminescence;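 active = inhibition above a set limit, the mean inhibition across all tested compounds plus 3 SD, cut at about 34% in these data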;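 also: 0% = IFN-gamma with DMSO and 100% = IFN-gamma with 300 µM nifuroxazide; values of inactives mirror those of a sister screen read the other way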
# STAT3 act: STAT3 signaling activation; U3A cells, IL-6 STAT3-luciferase reporter, luminescence; 100% = signal with IL-6 EC80 alone; activation (% of control), % at 5.6 µM; hit rate 0.91% among 190,000; AID 871;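 active = activation above the screen-wide mean of compound activation plus 3 SD, cut at about 130% in these data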;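 also: 0% = background luminescence of wells with medium and substrate only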
#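 system = STAT3-luciferase reporter U3A cells | reagent = IL-6 stimulus at 33 ng/mL final | timing = 1 h compound pre-exposure, 6 h IL-6 stimulation, 37 °C | measured by = luminescence | evaluation = % activation versus median of IL-6-stimulated wells | control set = IL-6-only wells as 100% reference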
# FLuc stim CS: firefly luciferase counter-screen for stimulation assays. P08659. ATPlite luciferase biochemical, luminescence, 10 min; 0 = ATP-free wells, 1 = DMSO control. activation factor at 10 µM. 200,000 tested, under 10 active;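 active = luciferase activation factor, scaled between plate controls, of at least 2 with compound at 10 µM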
#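 Material: Luciferase/luciferin reagent mix | Doses: Test compounds dosed from 2 mM stocks in 100% DMSO | Timing: 10 min incubation after luciferase reagent addition, room temperature | Measured by: Luminescence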
# APP 5UTR inh: APP translation inhibition; inhibition, % at 2 µM; SH-SY5Y APP 5'UTR-luciferase reporter, luminescence; hit rate 0.82% among 190,000;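 active = inhibition above a set limit, derived from the sample mean plus 3 SD, cut at about 45% in these data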; also: values of inactives mirror those of a sister screen read the other way
# APP 5'UTR act: APP 5'UTR luciferase reporter activation; SH-SY5Y APP 5'UTR luciferase reporter, luminescence; zero percent = DMSO vehicle wells; activation, % at 2 µM; hit rate 1% among 190,000;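 active = activation above a set limit, based on mean plus 3 SD of controls, cut at about 140% in these data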; also: values of inactives mirror those of a sister screen read the other way
# * hit, by the source's call; . = not tested or not shown. Hits appear at their usual frequency; 7.1% or so of the library scored in one or more.
SMILES,STAT3 blocker,NF-kB neuron act,STAT1 activator,FLuc inhib CS,ROMK mod,STAT1 inh,STAT3 act,FLuc stim CS,APP 5UTR inh,APP 5'UTR act
N#Cc1ccsc1NC(=O)COC(=O)c1cc2ccccc2cc1O,-34,1.7,101,-3,-0.2,-1,129,1,-55,55
COCCNc1nnnc2c1sc1nc(N3CCOCC3)c3c(c12)CCCC3,33,0.47,98,-5,0.69,3,77,1,-13,13
O=C(Cn1c(CO)nc2ccccc21)Nc1cc(C(F)(F)F)ccc1N1CCOCC1,-9,0.97,109,-12,-1,-10,112,1.1,9,-9
N#CCCn1cc(C(=O)N2CCCCC2)c(-c2ccc([N+](=O)[O-])cc2)n1,7,1,106,-3,0.56,-10,98,1,-4,4
Cc1cc(Cl)ccc1OCC(=O)N1CC(C)CC(C)C1 (configuration not stated),12,1.2,99,-4,-2,-2,92,1,-4,.
CCOC(=O)Nc1ccc(S(=O)(=O)NC2CCCCC2)cc1,19,1.2,88,-3,-0.044,13,91,1,6,-6
O=C(OCN1C(=O)c2ccccc2C1=O)c1cccs1,4,1.1,99,-8,.,1,101,1.1,-37,37
COC(=O)CCC(=O)NC(=S)Nc1ccc(S(=O)(=O)Nc2cc(OC)nc(OC)n2)cc1,4,1.3,90,-5,-0.036,12,100,1,-8,8
CCOC(=O)CNC(=O)CSc1nc2c(C)cccc2cc1CC,2,1.2,104,1,0.64,-5,103,1,9,-9
Cc1cc2ccccn2c1C(=S)NC(=O)c1ccccc1,-41,1,88,1,2.1,13,131,1,-7,7
CCOc1ccc(/C=N/OCC(=O)Nc2ccc(OCc3ccccc3)cc2)cc1OC,0,1.1,102,-3,-0.71,-2,101,1,9,-9
O=C(NN1C(=O)C2C(C1=O)C1C=CC2C12CC2)c1cccc(Cl)c1 (configuration not stated),3,0.96,94,-3,0.21,4,99,1,4,-4
COCCNC(=S)NNC(=O)c1cccs1,0,1.4,100,-13,1.4,1,102,1.1,-11,11
CCOC(=O)Cn1c(=O)oc2cc(S(=O)(=O)NCC3CCCO3)ccc21 (configuration not stated),-1,1.1,106,-6,.,-6,108,1.1,0,0
COC(C)(C)c1cc(C(C)(C)C)nc(N)n1,-1,1,105,-4,.,-6,105,1,2,-2
CCOC(=O)C1=C(Cn2ccc(C(F)(F)F)n2)NC(=O)NC1c1ccc2c(c1)OCO2 (configuration not stated),8,0.84,104,-8,-0.13,-5,96,1.1,-24,23
CCOC(=O)c1c(C)[nH]c(C(=O)OCC(=O)Nc2cc(Cl)ccc2OC)c1C,-55,1.6,97,-3,.,3,148*,1,-10,10
CCNC(=O)CC1C(=O)N(c2ccc(C)cc2)C(=O)N1CCc1ccc(OC)c(OC)c1 (configuration not stated),2,0.92,108,-7,.,-9,102,1.1,3,-3
CC(=O)Nc1cccc(NC(=O)c2c(-c3ccccc3Cl)noc2C)c1,14,1.2,95,-4,.,7,94,1,18,-18
COc1cc(/C=C/CN2CCN(CCC(C)C)C(CCO)C2)ccc1O (configuration not stated),4,1.5,103,-3,-0.73,-4,101,1,9,-9
FC(F)(F)c1cccc(NCc2cn3cccnc3n2)c1,11,1.1,103,-2,1.1,-3,93,1,9,-9
N#Cc1c(-c2ccccc2)nc(SCC(=O)Nc2nnc(C(F)(F)F)s2)[nH]c1=O,8,1,100,-7,2.1,0,99,1.1,10,-10
COc1cccc(-c2nnc(SCc3ccc(C#N)cc3)n2Cc2ccco2)c1,-1,0.82,103,-9,-1.7,-3,103,1.1,7,-7
O=C(COc1ccccc1-c1ccccc1)NCCN1C(=O)S/C(=C\c2cccnc2)C1=O,-3,0.61,94,2,.,7,102,1,-10,10
COc1ccc(/C=C/C(=O)Nc2nc(C)c(C(=O)N(C)C)s2)cc1OC,3,1.1,94,-3,0.88,7,100,1,-2,1
CN1C(=O)c2cccc3c(S(=O)(=O)Nc4ccccn4)ccc1c23,16,1.9,91,-9,.,10,90,1.1,-11,11
Cc1c(NC(=O)c2cc3c(s2)CCCC3)c(=O)n(-c2ccccc2)n1C,-6,0.97,111,2,1.7,-15,109,1,-18,18
Cc1ccc(CS(=O)(=O)CCC(=O)NCCC2=CCCCC2)cc1,4,1.1,98,-4,-0.58,1,108,1,-30,30
CC1CC(C)CN(S(=O)(=O)c2ccc(NC(=S)NC(=O)c3ccccc3)cc2)C1 (configuration not stated),0,1.1,100,4,-0.015,0,98,1,-5,5
Cc1ccccc1S(=O)(=O)NNC(=O)C(=O)NNc1ccccn1,15,1,88,-4,.,13,94,1,-18,18
COc1ccc(C=C2C(=O)c3ccccc3C2=O)cc1O,3,1.5,97,62*,-0.46,2,105,0.4,-9,9
COC(=O)CSc1nnc(CNC(=O)c2ccccc2F)n1-c1ccc(F)cc1,4,1.3,97,-4,-0.25,2,103,1,-6,7
CCSc1nnc(NC(=O)Cc2cc(OC)c(OC)c(OC)c2)s1,13,1.4,102,-3,-0.27,-2,95,1,7,-7
COc1cc(CNc2ncn[nH]2)cc(Br)c1OC,3,1.1,96,-6,.,4,98,1.1,2,-2
CCCNC(=O)COc1ccc2c(=O)c(Oc3ccccc3F)coc2c1,-3,1.1,104,-4,-0.24,-1,101,1,-8,8
CCCn1c(=O)c2c(C(F)(F)F)cc(-c3cccs3)nc2n(CCC)c1=O,9,0.92,100,-6,.,0,97,1.1,-2,2
O=C1Nc2ccccc2N(O)N1c1cc(-c2ccccc2Cl)no1,29,0.9,91,34,-0.18,9,80,0.7,.,.
CC(/C=C1\N=C(SCc2ccccc2Cl)SC1=O)=C\c1ccccc1,7,0.92,100,-6,.,0,98,1.1,-10,10
COc1ccc(OCC(=O)N/N=C(\CCC(=O)O)c2cccs2)cc1,10,1.2,103,-1,0.06,-2,92,1,0,0
COc1ccc(CCNC(=O)C2CCN(C(=O)N(C)C)CC2)cc1OC,10,1.2,90,-3,.,11,95,1,8,-8

# Arranged by SMILES length (smallest number first): some entries from above.
SMILES,STAT3 blocker,NF-kB neuron act,STAT1 activator,FLuc inhib CS,ROMK mod,STAT1 inh,STAT3 act,FLuc stim CS,APP 5UTR inh,APP 5'UTR act
COc1cc(CNc2ncn[nH]2)cc(Br)c1OC,3,1.1,96,-6,.,4,98,1.1,2,-2
COc1ccc(C=C2C(=O)c3ccccc3C2=O)cc1O,3,1.5,97,62*,-0.46,2,105,0.4,-9,9
CCSc1nnc(NC(=O)Cc2cc(OC)c(OC)c(OC)c2)s1,13,1.4,102,-3,-0.27,-2,95,1,7,-7
Cc1ccc(CS(=O)(=O)CCC(=O)NCCC2=CCCCC2)cc1,4,1.1,98,-4,-0.58,1,108,1,-30,30
CCCNC(=O)COc1ccc2c(=O)c(Oc3ccccc3F)coc2c1,-3,1.1,104,-4,-0.24,-1,101,1,-8,8
COc1ccc(CCNC(=O)C2CCN(C(=O)N(C)C)CC2)cc1OC,10,1.2,90,-3,.,11,95,1,8,-8
CC(/C=C1\N=C(SCc2ccccc2Cl)SC1=O)=C\c1ccccc1,7,0.92,100,-6,.,0,98,1.1,-10,10
COc1cccc(-c2nnc(SCc3ccc(C#N)cc3)n2Cc2ccco2)c1,-1,0.82,103,-9,-1.7,-3,103,1.1,7,-7
COC(=O)CSc1nnc(CNC(=O)c2ccccc2F)n1-c1ccc(F)cc1,4,1.3,97,-4,-0.25,2,103,1,-6,7
COc1ccc(/C=C/C(=O)Nc2nc(C)c(C(=O)N(C)C)s2)cc1OC,3,1.1,94,-3,0.88,7,100,1,-2,1
CCCn1c(=O)c2c(C(F)(F)F)cc(-c3cccs3)nc2n(CCC)c1=O,9,0.92,100,-6,.,0,97,1.1,-2,2
CC1CC(C)CN(S(=O)(=O)c2ccc(NC(=S)NC(=O)c3ccccc3)cc2)C1 (configuration not stated),0,1.1,100,4,-0.015,0,98,1,-5,5
O=C(COc1ccccc1-c1ccccc1)NCCN1C(=O)S/C(=C\c2cccnc2)C1=O,-3,0.61,94,2,.,7,102,1,-10,10

# The results go on.
SMILES,STAT3 blocker,NF-kB neuron act,STAT1 activator,FLuc inhib CS,ROMK mod,STAT1 inh,STAT3 act,FLuc stim CS,APP 5UTR inh,APP 5'UTR act
CCn1c(SCc2nc3ccccc3c(=O)[nH]2)nnc1-c1ccncc1,9,0.82,102,-3,.,-1,93,1,16,-16
Cn1nnc(NC(=O)c2ccccc2)n1,-3,1.2,101,2,.,-4,103,1,6,-5
COc1ccc(Cn2nnnc2C(c2cccs2)N2CCCCCC2)cc1 (configuration not stated),9,0.87,96,-5,.,5,96,1.1,-2,2
Cc1[nH]c2ccccc2c1C(=O)COc1ccccc1,10,1.8,108,10,1.4,-11,93,0.9,-24,24
Cc1cccc(C)c1OCC(O)CNS(=O)(=O)c1ccccc1C(=O)N1CCCCC1 (configuration not stated),3,0.78,103,-8,-1.8,0,99,1.1,-12,12
CC(=O)c1c(C)[nH]c(C(=O)COC(=O)CCCOc2ccccc2)c1C,9,1.1,96,-7,1,4,97,1.1,0,0
O=C(CN1CCN(Cc2cccc(Cl)c2)C1=O)NCc1ccccn1,13,1,98,-4,.,3,96,1,0,0
O=C(NCc1cccs1)C1CCN(C(=O)NCc2ccccc2)CC1,7,1.2,100,-4,.,0,97,1,-6,6
COc1ccc(-c2c(C)n([O-])c3c([n+]2=O)CCCCC3)cc1OC,8,1.4,102,-10,-0.15,-5,98,1.1,-1,1
CCOC(=O)C1(CCc2ccccc2)CCN(C(=O)Cc2nonc2C)CC1,3,2.1,122,-5,0.41,-23,103,1,-24,24
CC(NC1CCCCC1)C(=O)NN=C(c1ccccc1)c1ccccc1 (configuration not stated),10,1.1,98,-7,0.24,1,101,1.1,-2,2
O=C(CCCn1c(=O)c2sccc2n(Cc2cc(=O)n3ccccc3n2)c1=O)NCc1ccco1,-1,1,103,-4,.,-2,101,1,-4,4
Clc1ccc(-c2csc(N/N=C/c3ccc4c(c3)OCO4)n2)cc1,-8,1.4,92,-6,.,9,109,1.1,-15,15
O=C(NC(CSSCC(NC(=O)c1ccccc1)C(=O)O)C(=O)O)c1ccccc1 (configuration not stated),.,0.97,111,-12,.,-13,.,1.1,-19,19
C=CCNC(=O)c1cc(Cl)ccn1,8,1.3,104,0,-0.055,-4,97,1,-15,15
